From PubChem BioAssay
Smad3 inh: Smad3/FoxH1 peptide binding inhibitors, primary screen, biochemical, TR-FRET. Mothers against decapentaplegic homolog 3 (Homo sapiens), P84022. TR-FRET Smad3/Dy647-FoxH1 peptide binding, europium anti-His. inhibition, % at 25 µM. 0.29% of 88,000 active. AID 630, 2007;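 active = compounds that reduce the energy-transfer binding signal between the protein and its labelled peptide by more than half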;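 note: 0% = Smad3 plus labelled peptide maximal FRET and 100% = peptide-only background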
Target sequence (P84022 whole entry, looked up): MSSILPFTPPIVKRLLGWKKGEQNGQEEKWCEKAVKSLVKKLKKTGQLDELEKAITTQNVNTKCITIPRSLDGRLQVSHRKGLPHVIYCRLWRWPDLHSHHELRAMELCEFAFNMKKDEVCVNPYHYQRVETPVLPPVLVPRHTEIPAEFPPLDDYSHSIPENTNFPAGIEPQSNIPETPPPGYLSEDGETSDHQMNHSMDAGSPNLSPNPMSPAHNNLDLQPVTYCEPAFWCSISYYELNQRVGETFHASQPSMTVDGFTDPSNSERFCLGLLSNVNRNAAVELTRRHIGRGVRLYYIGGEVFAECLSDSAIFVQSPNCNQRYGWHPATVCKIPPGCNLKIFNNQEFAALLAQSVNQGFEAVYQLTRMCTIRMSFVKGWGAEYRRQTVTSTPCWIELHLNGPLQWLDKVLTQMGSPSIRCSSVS
ERa coact pot: enhancers of ERα–SRC-1 coactivator binding, primary screen, biochemical, TR-FRET, ERα LBD, low estradiol; coactivator binding (% of control), % at 25.6 µM; AID 639, 2007; Estrogen receptor (Homo sapiens), P03372; TR-FRET ERalpha-LBD/SRC-Cy5 coactivator binding, 2 h; 100 = basal binding, no effect; 1.3% of 86,000 active; in the data active = activity above about 200%;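 note: binding measured in presence of low estradiol as agonist stimulus; 0% = peptide alone without receptor and 100% = receptor with peptide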
sEH inh: soluble epoxide hydrolase inhibitors, primary screen, biochemical, human sEH. 0.34% of 91,000 active. Bifunctional epoxide hydrolase 2 (Homo sapiens), P34913. recombinant human sEH enzymatic activity assay. inhibition, % at 2 µM; in the data active = inhibition above about 80%; note: values of inactives mirror those of a sister screen read the other way; many of its hits are not listed in these tables
Mac1 fbg enh: enhancers of CD11b/CD18 adhesion to fibrinogen, primary screen, K562 cells, luminescence; AID 1499, 2009; activation, % at 10 µM; Integrin beta-2 (Homo sapiens) + Integrin alpha-M (Homo sapiens), P05107+P11215; 0.07% of 93,000 active; ATPlite luminescence;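 active = 10 µM primary screen giving 50% or more activity, confirmed by 40% or more on retest at that dose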; note: strong numbers were not always called active; reference of the scale not given here
Mac1 fbg inh: inhibitors of CD11b/CD18 adhesion to fibrinogen, primary screen, K562 cells, luminescence. inhibition, % at 10 µM. 0.54% of 93,000 active. ATPlite luminescence; Mn2+ added to activate the integrin;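 active = primary inhibition of 50% or more at 10 µM, then 40% or more on retest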; note: some results filed as inactive read as strong as hits
MT1-MMP txn act: MT1-MMP promoter reporter activation – cell-based, luciferase luminescence, primary screen; HT1080 MT1-MMP promoter luciferase reporter, overnight; hits give high values; activation factor at 10 µM; 0.16% of 86,000 active; AID 750, 2007;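 active = activation factor of at least 2 for MT1-MMP transcription at 10 µM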
sEH activator: soluble epoxide hydrolase activators, primary screen, biochemical, human sEH; Bifunctional epoxide hydrolase 2 (Homo sapiens), P34913; purified human sEH enzymatic activity, activator screen; activation, % at 2 µM; 0.04% of 91,000 active; AID 717, 2007; in the data active = activation above about 37%; note: values of inactives mirror those of a sister screen read the other way
ERb coact inh: inhibitors of ERβ-SRC1 coactivator interaction, primary screen, biochemical, TR-FRET, ERβ LBD, SRC-1 peptide. Estrogen receptor beta (Homo sapiens), Q92731. TR-FRET ER-beta LBD / SRC1-Cy5 peptide binding; receptor agonist-loaded with 1 µM estradiol. inhibition, % at 25.6 µM. 1.3% of 86,000 active;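 active = compounds whose percent inhibition of the receptor-coactivator binding signal exceeds about 50% in the single-dose screen, limit read from the data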;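 note: 0% = receptor plus peptide wells without compound and 100% = peptide-only wells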
Target sequence (Q92731 whole entry, looked up, the tested form may be a part): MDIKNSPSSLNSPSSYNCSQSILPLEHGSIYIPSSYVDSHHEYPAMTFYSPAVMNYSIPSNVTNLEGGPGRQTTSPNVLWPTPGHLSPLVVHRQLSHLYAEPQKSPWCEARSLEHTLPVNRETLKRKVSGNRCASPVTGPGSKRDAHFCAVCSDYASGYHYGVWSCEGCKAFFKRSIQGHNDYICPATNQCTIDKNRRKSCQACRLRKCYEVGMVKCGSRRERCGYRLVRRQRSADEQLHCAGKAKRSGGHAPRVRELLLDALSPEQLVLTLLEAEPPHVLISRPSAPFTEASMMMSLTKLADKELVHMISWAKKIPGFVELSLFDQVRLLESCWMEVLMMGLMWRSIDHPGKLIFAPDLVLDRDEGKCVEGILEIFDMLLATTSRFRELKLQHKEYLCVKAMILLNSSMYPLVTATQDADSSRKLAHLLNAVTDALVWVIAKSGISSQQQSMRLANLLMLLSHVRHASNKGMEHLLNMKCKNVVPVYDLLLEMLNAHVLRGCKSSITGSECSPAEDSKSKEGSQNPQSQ
Candida biofilm: clotrimazole potentiators killing Candida biofilms, primary screen, with clotrimazole, Alamar Blue | inhibition, % at 6 µM | 0.14% of 85,000 active | C. albicans biofilm + clotrimazole;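 active = inhibition above 20%; inactive = inhibition below 20%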;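 note: preformed 24 hr biofilms exposed to compound for 48 hr; 0% = biofilm without compound and 100% = blank killed by clotrimazole plus chlorhexidine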
Starred values were filed as active, the others as inactive; [ ] = dose if it differs, or a comment. The list is partial; count on the stated rates, not on these rows.

COC(=O)c1ccc(N/C=C/C(=O)c2ccc(OC)c(OC)c2)cc1 was read as sEH inh -5, Mac1 fbg enh -4, Mac1 fbg inh 7 and sEH activator 3.
For CCN(CC)CCNc1c2c(c(C#N)c3nc4ccccc4n13)CCCC2 the results were Smad3 inh -8, ERa coact pot 83, sEH inh -9, Mac1 fbg enh -4, Mac1 fbg inh 0, MT1-MMP txn act 1.1, sEH activator 8, ERb coact inh -11 and Candida biofilm 1.
For CC(=O)NC12CC3CC(C1)CC(C(=O)OCC(=O)Nc1ncc(Cl)cc1Cl)(C3)C2 the results were Smad3 inh 5, ERa coact pot 61[fluorescence artefact?], sEH inh 5, MT1-MMP txn act 0.9, sEH activator -6, ERb coact inh 1[fluorescence artefact?] and Candida biofilm 10.
O=S(=O)(c1ccccc1)N1CCN(c2nnnn2-c2ccccc2)CC1 was read as Smad3 inh -5, ERa coact pot 156[fluorescence artefact?], sEH inh 2, Mac1 fbg enh -1, Mac1 fbg inh -4, MT1-MMP txn act 1, sEH activator -1, ERb coact inh -19 and Candida biofilm 5.
COc1cc2oc3ccccc3c2cc1N(CC(=O)N1CCCCC1)S(=O)(=O)c1ccc(C)cc1 was read as sEH inh 13, Mac1 fbg enh 9, Mac1 fbg inh -8 and sEH activator -11.
`CCOc1ccc(C(=O)NC2CCN(C(=O)NCc3ccccc3)CC2)cc1` gave Smad3 inh -3, ERa coact pot 112, sEH inh 16, Mac1 fbg enh 0, Mac1 fbg inh -4, MT1-MMP txn act 1.1, sEH activator -18, ERb coact inh -8 and Candida biofilm 6.
For COc1ccc(NCc2cc3ccccc3[nH]c2=O)cc1 the results were Smad3 inh 14, ERa coact pot 103, sEH inh -9, Mac1 fbg enh -1, Mac1 fbg inh 10, MT1-MMP txn act 1.2, sEH activator 11, ERb coact inh -3 and Candida biofilm 4.
`Cn1c(-c2cc(Br)ccc2O)n[nH]c1=S` gave Smad3 inh 4, ERa coact pot 89, Mac1 fbg enh -4, Mac1 fbg inh -2, MT1-MMP txn act 1, ERb coact inh 10 and Candida biofilm 0.
Screening O=C(NCC(O)CO)c1ccc2[nH]c3ccccc3c2c1 (stereo unspecified) returned Smad3 inh -5, ERa coact pot 107, sEH inh 2, MT1-MMP txn act 1.2, sEH activator 2, ERb coact inh 4[fluorescence artefact?] and Candida biofilm 0.
`O=C(NCc1ccccc1)C1CCN(S(=O)(=O)N2CCOCC2)CC1` gave Smad3 inh -1, ERa coact pot 111, sEH inh 6, Mac1 fbg enh -4, Mac1 fbg inh -16, MT1-MMP txn act 1.1, sEH activator -6, ERb coact inh -8 and Candida biofilm 3.
`O=C(CSc1nnc(-c2cccnc2)n1Cc1ccccc1)NCc1ccccc1` gave Smad3 inh 15[fluorescence artefact?], ERa coact pot 116[fluorescence artefact?], sEH inh 3, MT1-MMP txn act 1.2, sEH activator -2, ERb coact inh -7 and Candida biofilm 6.
Screening CCOC(=O)c1ccc(NC(=O)CCc2c(C)nc3ncnn3c2C)cc1 returned Smad3 inh -4, ERa coact pot 125, sEH inh 10, MT1-MMP txn act 1.1, sEH activator -11, ERb coact inh -7 and Candida biofilm 3.
`Cc1oc(C)c(C(=O)O)c1COc1ccc(C(=O)O)cc1` gave Smad3 inh 15, ERa coact pot 116, sEH inh 10, Mac1 fbg enh -2, Mac1 fbg inh 10, MT1-MMP txn act 1.1, sEH activator -7, ERb coact inh 1 and Candida biofilm 0.
CCc1ccc(C(=O)/C=C/c2cnn(C)c2C)s1 was read as Smad3 inh 8, ERa coact pot 87, sEH inh 1, MT1-MMP txn act 1.7, sEH activator 0, ERb coact inh 14[fluorescence artefact?] and Candida biofilm 1.
OC1CN=C2Sc3ccccc3N2C1 (stereo unspecified) was read as Smad3 inh 9, ERa coact pot 109, sEH inh -5, Mac1 fbg enh 2, Mac1 fbg inh -10, MT1-MMP txn act 0.9, sEH activator 5, ERb coact inh -11 and Candida biofilm 1.
O=C(Nc1ccc2c(c1)ncn2-c1ccccc1)c1ccco1 was read as Smad3 inh 0, ERa coact pot 97, sEH inh 6, Mac1 fbg enh 0, Mac1 fbg inh -48, MT1-MMP txn act 0.5, sEH activator -2, ERb coact inh -36 and Candida biofilm 1.
`CC(C)OC(=O)c1nn2c(C(F)(F)F)cc(-c3ccco3)nc2c1Cl` gave Smad3 inh 7[fluorescence artefact?], ERa coact pot 110, sEH inh 4, MT1-MMP txn act 1.3, sEH activator -2, ERb coact inh -18[fluorescence artefact?] and Candida biofilm -1.
Screening CC(=O)Nc1ccc(S(=O)(=O)N(C)c2ccc(O)cc2)cc1 returned Smad3 inh 5, ERa coact pot 85[fluorescence artefact?], sEH inh -5, Mac1 fbg enh -5, Mac1 fbg inh 25, MT1-MMP txn act 1.1, sEH activator 5, ERb coact inh 7 and Candida biofilm 11.
For Cc1ccc(-n2c(N)c(C(=O)N3CCN(C)CC3)sc2=S)cc1 the results were Smad3 inh 4, ERa coact pot 89, sEH inh -3, MT1-MMP txn act 1.2, sEH activator 4, ERb coact inh -6 and Candida biofilm 2.
`CN1CCN(C(=O)c2ccc(-c3nn(C)c(=O)c4ccccc34)cc2)CC1` gave Smad3 inh 1, ERa coact pot 113[fluorescence artefact?], sEH inh 3, MT1-MMP txn act 1.1, sEH activator -4, ERb coact inh -2 and Candida biofilm 8.

Overlap with the part before: four compounds; new compounds follow.
`CC(C)OC(=O)c1nn2c(C(F)(F)F)cc(-c3ccco3)nc2c1Cl` gave Smad3 inh 7[fluorescence artefact?], ERa coact pot 110, sEH inh 4, MT1-MMP txn act 1.3, sEH activator -2, ERb coact inh -18[fluorescence artefact?] and Candida biofilm -1.
Screening CC(=O)Nc1ccc(S(=O)(=O)N(C)c2ccc(O)cc2)cc1 returned Smad3 inh 5, ERa coact pot 85[fluorescence artefact?], sEH inh -5, Mac1 fbg enh -5, Mac1 fbg inh 25, MT1-MMP txn act 1.1, sEH activator 5, ERb coact inh 7 and Candida biofilm 11.
For Cc1ccc(-n2c(N)c(C(=O)N3CCN(C)CC3)sc2=S)cc1 the results were Smad3 inh 4, ERa coact pot 89, sEH inh -3, MT1-MMP txn act 1.2, sEH activator 4, ERb coact inh -6 and Candida biofilm 2.
`CN1CCN(C(=O)c2ccc(-c3nn(C)c(=O)c4ccccc34)cc2)CC1` gave Smad3 inh 1, ERa coact pot 113[fluorescence artefact?], sEH inh 3, MT1-MMP txn act 1.1, sEH activator -4, ERb coact inh -2 and Candida biofilm 8.
Screening COc1ccc(C(=O)Nc2ccc(N3CCCC3)cc2)cc1 returned Smad3 inh -2, ERa coact pot 24[fluorescence artefact?], sEH inh 0, Mac1 fbg enh 67, Mac1 fbg inh 6, MT1-MMP txn act 1.3, sEH activator -6, ERb coact inh 41 and Candida biofilm 80*.
Screening CCc1ccccc1NC(=O)c1ccc(F)c(S(=O)(=O)N2CCC(C(N)=O)CC2)c1 returned Smad3 inh -4, ERa coact pot 115, MT1-MMP txn act 1.1, ERb coact inh 0 and Candida biofilm 4.
COc1ccccc1N(C(=O)CNC(=O)c1ccco1)C(C(=O)NC1CCCC1)c1ccncc1 (stereo unspecified) was read as Smad3 inh -4, ERa coact pot 105, sEH inh 1, sEH activator -2, ERb coact inh -4 and Candida biofilm 7.
Screening CCCC(=O)Nc1nc2ccc(NC(=O)c3ccc(Br)o3)cc2s1 returned Smad3 inh -1, ERa coact pot 109, sEH inh 12, Mac1 fbg enh 0, Mac1 fbg inh 3, MT1-MMP txn act 1.1, sEH activator -10, ERb coact inh 11 and Candida biofilm 5.
Screening O=C(CN1CCC(n2nnc3cc(C(F)(F)F)ccc32)CC1)Nc1ccc2c(c1)CCC2 returned sEH inh 16, Mac1 fbg enh 4, Mac1 fbg inh 2 and sEH activator -14.
Screening CCOC(=O)CC(N)c1ccc2c(c1)OCO2 (stereo unspecified) returned Smad3 inh 4, ERa coact pot 116, sEH inh 6, Mac1 fbg enh -4, Mac1 fbg inh 0, MT1-MMP txn act 1.2, sEH activator -9, ERb coact inh -4 and Candida biofilm 7.
Screening CCOCCn1c(SCc2c(F)cccc2Cl)nc2c1c(=O)[nH]c(=O)n2C returned Smad3 inh 2, ERa coact pot 79, sEH inh 1, Mac1 fbg enh -2, Mac1 fbg inh -2, MT1-MMP txn act 1.2, sEH activator -4, ERb coact inh 12 and Candida biofilm 5.
`COc1ccc(C(=O)Nc2ccc3c(c2)nc(CN2CCN(C(C)=O)CC2)n3C)cc1` gave Smad3 inh -16, ERa coact pot 108, sEH inh 2, MT1-MMP txn act 1.1, sEH activator 1, ERb coact inh -12 and Candida biofilm 8.
Screening CCCCn1c(SCC(=O)NCCc2ccc(OC)c(OC)c2)nc2c1c(=O)n(C)c(=O)n2C returned Smad3 inh 16, ERa coact pot 113, sEH inh 10, Mac1 fbg enh 0, Mac1 fbg inh -2, MT1-MMP txn act 1.1, sEH activator -11, ERb coact inh 0 and Candida biofilm 1.
For CCNc1ccc(C(=O)OCC)cc1NC(=O)c1cccc(N(C)C)c1 the results were Smad3 inh -6, ERa coact pot 110, sEH inh -4, Mac1 fbg enh 0, Mac1 fbg inh 18, MT1-MMP txn act 0.8, sEH activator 5, ERb coact inh 3[fluorescence artefact?] and Candida biofilm 9.
`Cc1ccccc1-n1nnnc1Sc1nnnn1-c1ccccc1` gave Smad3 inh 0, ERa coact pot 94, sEH inh 6, Mac1 fbg enh -1, Mac1 fbg inh 2, MT1-MMP txn act 0.8, sEH activator -7, ERb coact inh 5 and Candida biofilm 8.
For C/C(=N\O)C1(C)N(O)C(C)(C)C(c2ccc(F)cc2)=[N+]1[O-] (stereo unspecified) the results were Smad3 inh -1[fluorescence artefact?], ERa coact pot 97, sEH inh 2, Mac1 fbg enh -3, Mac1 fbg inh 2, MT1-MMP txn act 1.2, sEH activator -4, ERb coact inh 17 and Candida biofilm -4.
CC(C)Cc1cc(C(=O)Nc2cccnc2)no1 was read as Smad3 inh -1, ERa coact pot 119, sEH inh 0, Mac1 fbg enh -4, Mac1 fbg inh 6, sEH activator -2, ERb coact inh 8 and Candida biofilm 10.
`O=C(Cn1nnc2ccccc2c1=O)Nc1ccc2c(c1)CCC2` gave Smad3 inh 4, ERa coact pot 115, sEH inh 26, Mac1 fbg enh -1, Mac1 fbg inh 8, MT1-MMP txn act 1.3, sEH activator -26, ERb coact inh -10 and Candida biofilm 3.
Screening O=C(Nc1ccc(-c2nc3c(ccc4ccccc43)o2)cc1)c1ccco1 returned Smad3 inh -9, ERa coact pot 113, sEH inh -13, Mac1 fbg enh -4, Mac1 fbg inh -3, MT1-MMP txn act 1.4, sEH activator 13, ERb coact inh 8 and Candida biofilm 4.
Screening CCn1c(SCC(=O)NCC2CCCO2)nnc1-c1c[nH]c2ccccc12 (stereo unspecified) returned Smad3 inh 13, ERa coact pot 101, sEH inh -6, Mac1 fbg enh 2, Mac1 fbg inh -16, MT1-MMP txn act 1.1, sEH activator 5, ERb coact inh -17 and Candida biofilm 2.
`COCCn1nnnc1C(C(C)C)N1CCN(C(=O)c2ccco2)CC1` (stereo unspecified) gave Smad3 inh -13, ERa coact pot 100, sEH inh -24, Mac1 fbg enh 2, Mac1 fbg inh 8, MT1-MMP txn act 1, sEH activator 22, ERb coact inh 9 and Candida biofilm 1.
